LEDGF integ inh: blocks HIV-1 LEDGF/p75-dependent DNA integration | 370,000 tested, 0.64% active | AID 743269 | TR-FRET IN-LEDGF/p75 DNA integration, Eu/Cy5 | inhibition, % at 3.7 µM;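 active means inhibition above the screen-wide mean plus 3 SD, cut at about 13% in these data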;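 further: signal is the Cy5 over europium emission ratio at 671 and 618 nm; 0% = plate median of compound wells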
PG9 Ab binder: small molecules binding HIV-1 gp120 antibody PG9 | TR-FRET gp120-PG9 antibody binding | inhibition, % at 6.7 µM | 360,000 tested, 0.43% active | AID 624416; in the data active means inhibition above about 8.5%
HTRA1 inh: inhibitors of human serine peptidase HTRA1; recombinant HTRA1, FP-rhodamine activity-based probe, fluorescence polarization; inhibition, % at 5.96 µM; 340,000 tested, 0.5% active; AID 504803; in the data active means inhibition above about 36%;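 further: 0% = enzyme with DMSO and 100% = wells lacking enzyme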
PRMT1 inh: inhibitors of human PRMT1; 370,000 tested, 1.3% active; Q99873; recombinant PRMT1, activity-based probe fluorescence polarization; inhibition, % at 2.79 µM; AID 652257;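 active means inhibition above about 21% made by adding two undisclosed values, limit read from the data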
Target sequence (Q99873 whole entry, looked up): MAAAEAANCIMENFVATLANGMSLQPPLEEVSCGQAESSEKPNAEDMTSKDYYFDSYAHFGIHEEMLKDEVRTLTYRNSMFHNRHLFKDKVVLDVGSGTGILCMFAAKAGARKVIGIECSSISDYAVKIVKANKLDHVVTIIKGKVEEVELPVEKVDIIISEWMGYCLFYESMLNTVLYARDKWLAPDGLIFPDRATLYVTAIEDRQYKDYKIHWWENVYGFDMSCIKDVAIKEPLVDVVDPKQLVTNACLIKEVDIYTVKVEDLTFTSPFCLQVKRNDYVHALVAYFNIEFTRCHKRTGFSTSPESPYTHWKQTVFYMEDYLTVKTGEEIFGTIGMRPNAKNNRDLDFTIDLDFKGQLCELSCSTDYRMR
SIAE inh: blocks human sialic acid acetylesterase; SIAE FP-Rh probe binding, fluorescence polarization; inhibition, % at 9.66 µM; 370,000 tested, 0.69% active;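 active means inhibition above a cutoff: mean of compounds within the control limits plus 3 SD of those, cut at about 17% in these data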;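 further: 0% = plate median of compound wells and 100% = probe without SIAE protein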
mABHD4 FP: inhibitors of mouse ABHD4. purified mABHD4, FP-Rh probe fluorescence polarization. Q8VD66. 370,000 tested, 0.54% active. inhibition, % at 8.92 µM;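 active means inhibition exceeding the mean over every tested compound plus 3 SD, cut at about 30% in these data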;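 further: 0% = plate median of compound wells and 100% = S159A mutant with DMSO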
Target sequence (Q8VD66 whole entry, looked up): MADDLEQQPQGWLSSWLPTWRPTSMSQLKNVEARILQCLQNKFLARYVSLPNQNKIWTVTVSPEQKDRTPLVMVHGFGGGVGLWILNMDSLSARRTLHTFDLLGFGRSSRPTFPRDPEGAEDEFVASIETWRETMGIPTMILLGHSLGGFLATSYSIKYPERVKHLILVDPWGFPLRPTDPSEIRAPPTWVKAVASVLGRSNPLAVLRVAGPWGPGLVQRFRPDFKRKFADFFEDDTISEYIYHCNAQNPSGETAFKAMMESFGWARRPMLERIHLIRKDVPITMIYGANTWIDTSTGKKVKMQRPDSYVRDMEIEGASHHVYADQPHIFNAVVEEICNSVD
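Test system: mABHD4 protein | Buffer or medium: HEPES pH 7.0 buffer, 150 mM NaCl, 0.01% Pluronic F-127 | Probe or stimulus: FP-Rh fluorescent activity-based probe, added after compound pre-incubation | Timing: Pre-incubation 45 min, probe exposure 60 min, at 25 °C | Technique: Fluorescence polarization, excitation 525 nm, emission 598 nm, BODIPY TMR filters | Repeats: Single well per compound (singlicate)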
NR1D1 modulator: Rev-erb alpha (human) modulation; Rev-erbα–FITC-DNA binding, fluorescence polarization, 90 min; activity, % at 10 µM; 370,000 tested, 0.79% active;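 active means activity above about 14%, limit read from the data; passing the limit was not always enough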;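 further: 0% = DMSO wells with 35 nM protein and 100% = DMSO wells with 750 nM protein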
rCAG binder: r(CAG) repeat RNA binding. TO-PRO-1 dye displacement fluorescence. inhibition, % at 3 µM. 370,000 tested, 1.3% active;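 active means inhibition above the plate cutoff, the mean of all test compounds on that plate plus 3 SD, cut at about 35% in these data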;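 further: 0% = DMSO alone and 100% = 100 µM mitoxantrone as full dye displacement; higher means more dye released from RNA so lower well fluorescence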
TCR CD3 inh: inhibitors of human TCR-CD3 interaction; TAMRA-labeled TCR probe fluorescence, biochemical; inhibition, % at 9.4 µM; 360,000 tested, 0.37% active; in the data active means inhibition above about 19%;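 further: recombinant mutant TCR 2C K166C tagged with TAMRA read by polarization; 0% = receptor in buffer alone and 100% = receptor with positive control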
TDP2 absorb: TDP2 (human) inhibition, absorbance primary screen | O95551 | recombinant TDP2, T5PNP hydrolysis, p-nitrophenol absorbance 415 nm | inhibition, % at 12.8 µM | 370,000 tested, 0.34% active;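 active means inhibition above the mean of all tested compounds plus 3 SD, set per campaign, cut at about 25% in these data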;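 further: 0% = DMSO with enzyme and 100% = buffer with substrate but no TDP2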
Target sequence (O95551 whole entry, looked up): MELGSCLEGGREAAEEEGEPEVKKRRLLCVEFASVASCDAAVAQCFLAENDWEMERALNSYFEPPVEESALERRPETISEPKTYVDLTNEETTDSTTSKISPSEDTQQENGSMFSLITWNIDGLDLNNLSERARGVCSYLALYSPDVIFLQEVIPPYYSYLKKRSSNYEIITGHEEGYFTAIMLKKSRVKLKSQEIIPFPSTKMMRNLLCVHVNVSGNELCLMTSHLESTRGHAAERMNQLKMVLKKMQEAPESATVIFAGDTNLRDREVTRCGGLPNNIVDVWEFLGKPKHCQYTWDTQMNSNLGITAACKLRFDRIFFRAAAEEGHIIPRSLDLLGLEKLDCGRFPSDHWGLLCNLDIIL
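System: recombinant human TDP2 / Amount: 120 nM TDP2 per well / Also added: 5 mM T5PNP chromogenic substrate / Doses: 12.8 µM single point, 1% DMSO / Incubation: 2 h at 37 °C / Detection: p-Nitrophenol epi absorbance / Evaluation: % inhibition relative to enzyme-containing and enzyme-free wells / Repeats: singlicate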
Active calls of the source: *; . = no result given. An excerpt; count on the stated rates, not on these rows.

Start of the data: the first 2 records (preview)
SMILES | PG9 Ab binder | PRMT1 inh | HTRA1 inh | SIAE inh | mABHD4 FP | LEDGF integ inh | TCR CD3 inh | TDP2 absorb | rCAG binder | NR1D1 modulator
CC1CCN(C(=O)c2ccc(NS(C)(=O)=O)cc2)CC1 | -1.0 | 1 | -2 | 1 | 1 | -4 | 0 | -1 | -3 | 2
CCNc1nc(Oc2ccc(=O)n(C)n2)nc(N2CCOCC2)n1 | 1.1 | -3 | 0 | 2 | -7 | -1 | 7 | -1 | 0 | -4

The listing, from the start:
SMILES | PG9 Ab binder | PRMT1 inh | HTRA1 inh | SIAE inh | mABHD4 FP | LEDGF integ inh | TCR CD3 inh | TDP2 absorb | rCAG binder | NR1D1 modulator
CC1CCN(C(=O)c2ccc(NS(C)(=O)=O)cc2)CC1 | -1.0 | 1 | -2 | 1 | 1 | -4 | 0 | -1 | -3 | 2
CCNc1nc(Oc2ccc(=O)n(C)n2)nc(N2CCOCC2)n1 | 1.1 | -3 | 0 | 2 | -7 | -1 | 7 | -1 | 0 | -4
COc1ccc(OC(C)C(=O)Nc2ccccc2C(F)(F)F)cc1 (configuration not stated) | -1.8 | -1 | -7 | -3 | -1 | 2 | 1 | 3 | -11 | 1
COc1ccc(C(=O)NCc2nnc(SCC(=O)Nc3cccc(C(F)(F)F)c3)o2)cc1OC | -0.7 | 7 | -2 | -4 | -13 | -4 | 0 | 6 | 0 | 3
Cc1cc(NC(=O)CC(F)(F)F)n(-c2ccccc2)n1 | 0.1 | -1 | 1 | 0 | -1 | 1 | 7 | 9 | 1 | 4
CC(=O)c1ccc(-n2nnnc2SCC(=O)N2CCc3ccccc3C2)cc1 | 0.9 | 4 | -1 | -5 | 1 | 2 | 4 | 2 | 1 | 9
CSc1ccc(CN(C)CC(=O)Nc2ccc(NC(C)=O)cc2)cc1 | -2.5 | 0 | 10 | 4 | -2 | 4 | 0 | 0 | -6 | 0
COc1ccc(S(=O)(=O)N(C)C[C@@H]2Oc3c(NS(C)(=O)=O)cccc3C(=O)N([C@@H](C)CO)C[C@H]2C)cc1 | 1.2 | 0 | -1 | -1 | 3 | 2 | 6 | 3 | 2 | 6
CCOC(=O)Cn1c2ccccc2c2nc(C)sc21 | -0.6 | -2 | 4 | 3 | 3 | 2 | 1 | 1 | -1 | 0
COc1cc(/C=C/c2cccc[n+]2C)ccc1OCC(=O)Nc1cccc(Cl)c1 | -2.2 | 7 | 2 | 6 | 9 | -4 | -5 | 2 | 3 | 1
C=C(C)CN1C(=O)C(O)(CC(=O)c2ccc3c(c2)OCCO3)c2ccccc21 (configuration not stated) | -0.9 | 0 | -6 | -3 | 3 | -1 | 1 | -5 | -4 | 5
CC(C)(C)c1nn2cnnc2n(/N=C/c2ccccc2)c1=O | -0.7 | 4 | -1 | -4 | 4 | -7 | -5 | 4 | 0 | 1
COc1ccccc1C(=O)Nc1ccc2c(c1)OCO2 | -2.8 | -3 | -3 | 0 | 3 | 0 | 0 | 0 | 1 | -7
COCCn1nnnc1C(c1ccc(Cl)cc1)N1CCSCC1 (configuration not stated) | -0.5 | 2 | 7 | 6 | -2 | 2 | 0 | 0 | -7 | 2
O=C1C(Cl)=C(Nc2ccc(O)cc2)C(=O)c2ccccc21 | -11 | 36* | 23 | 13 | 41* | 2 | -2 | 14 | 1 | 1
O=C(OCC(=O)N1CCOCC1)c1cc(F)c(F)cc1Cl | 0.7 | 3 | 2 | 3 | 3 | -2 | 4 | -3 | 1 | 0
Cc1cc(-c2n[nH]c(=S)n2/N=C/c2cccs2)n[nH]1 | 1.8 | 1 | -1 | 3 | 5 | 38* | 2 | 8 | 4 | -3
O=C1CC(c2c[nH]c3ccccc23)C(=O)N1 (configuration not stated) | 2.4 | -1 | 1 | 1 | -1 | 0 | 1 | 3 | 3 | 0
CC(C)c1ccc(NC(=O)COC(=O)COc2ccccc2)cc1 | 1.6 | -1 | 0 | -6 | 1 | 1 | 6 | 1 | -2 | 4
COc1cc(/C(C)=N/N2CCOCC2)cc(OC)c1OC | 1.3 | 5 | 10 | -2 | 6 | -4 | -9 | 13 | -2 | 3
Cc1ccc(CNC(=O)C2CCCN(C(=O)Nc3ccc(F)cc3)C2)cc1 (configuration not stated) | -0.3 | 1 | 4 | 1 | -3 | -1 | -3 | -7 | -5 | 5
COC(=O)C1CCCN(C(=O)C2CCN(S(=O)(=O)c3cccc4cccnc34)CC2)C1 (configuration not stated) | . | -2 | . | -5 | 2 | -3 | . | -1 | 1 | 0
CC(=O)c1ccc(NC(=O)c2noc3c2CCC3)cc1 | 0.1 | 0 | 2 | 3 | -4 | 0 | 0 | -4 | 1 | -9
CCOC(=O)CSc1ccc(S(=O)(=O)N2CCCCC2)cc1[N+](=O)[O-] | -1.0 | 7 | -3 | -4 | -5 | -2 | -4 | -10 | -3 | 8
CCOC(=O)/C(=N/Nc1ccc(C)cc1)S(=O)(=O)c1ccc(Cl)cc1 | -1.3 | -2 | -3 | -4 | 0 | 3 | 3 | -3 | 0 | 3
O=S(=O)(N1CCCCC1)n1nnc2ccccc21 | -0.7 | -5 | 5 | 3 | 3 | 0 | -7 | -5 | -3 | 6
CCOC(=O)C1=NNC(C(=O)c2ccc(C)cc2)C1c1ccc(C)cc1 (configuration not stated) | -2.1 | -1 | -38 | -3 | -7 | -2 | -1 | -11 | 3 | -2
CCCCOc1ccc(C(=O)N2CCCCCC2)cc1 | -0.5 | 2 | -6 | 6 | 0 | 1 | -6 | 2 | -4 | -6
O=C(CCc1nc2ccccc2c(=O)[nH]1)Nc1cccc(S(=O)(=O)N2CCOCC2)c1 | -0.5 | -2 | 2 | -1 | 6 | 4 | 2 | 11 | 6 | -3
CC1(c2ccc3ccccc3c2)NC(=O)N(CC(=O)N2CCN(c3ccccc3O)CC2)C1=O (configuration not stated) | -1.5 | 0 | -8 | 8 | 7 | 4 | -5 | -6 | 3 | -3
CCCOc1ccccc1/C=N/Nc1ccnc(=O)[nH]1 | 2.3 | 7 | 1 | -2 | -10 | -4 | -10 | -2 | 23 | 1
CC(=O)C(C)n1cnc2scc(-c3ccc(C)cc3)c2c1=O (configuration not stated) | -2.3 | -4 | 2 | -2 | 5 | 2 | 1 | 12 | -3 | -4
O=[N+]([O-])c1ccccc1-c1ccc(/C=N/n2cnnc2)o1 | 0.3 | 0 | 8 | -1 | 5 | 1 | 5 | 12 | 6 | 3
CC1c2cccn2CCN1S(=O)(=O)c1ccccc1 (configuration not stated) | -0.5 | 9 | 0 | 6 | 6 | 0 | -2 | 4 | 7 | -1
NC1=NC2=C(CCCC2)C2(CCCCC2)S1 | 0.3 | -2 | -1 | 9 | 1 | 1 | -3 | 1 | 13 | 3
CCC1(C)Cc2c(sc3c2c(=O)n(C)c2nnc(SCc4ccc5c(c4)OCO5)n32)CO1 (configuration not stated) | 0.2 | 0 | 1 | -3 | -1 | -3 | 2 | 12 | -2 | -7
COCCNc1nc(NCc2cccc(OC)c2)c2sc(-c3ccccc3)cc2n1 | -1.7 | 1 | . | 34* | 27 | -4 | -5 | 6 | 4 | 0
Cc1cccc(NC(=O)c2ccc(Cl)nc2)n1 | -2.4 | 0 | 15 | 3 | -2 | 0 | 5 | -5 | 1 | -1
O=C(O)c1cccc(NS(=O)(=O)c2ccc(-c3ccc(S(=O)(=O)Nc4cccc(C(=O)O)c4)cc3)cc2)c1 | 0.1 | -2 | -12 | -8 | 10 | 7 | 8 | 5 | 43* | -2
O=C(Nc1cccc(-c2csc(Nc3ccccc3)n2)c1)c1ccccc1 | -1.2 | 4 | -25 | -3 | -18 | -1 | -5 | -7 | 24 | -4
COc1ccc(CNC(=O)Nc2ccc(C)cc2C)cc1 | 1.1 | -3 | -11 | -6 | -3 | 4 | 13 | 3 | 0 | 3
Cc1ccc2cc(C(c3nnnn3CC3CCCO3)N3CCc4ccccc4C3)c(=O)[nH]c2c1 (configuration not stated) | -1.0 | 16 | 31 | -5 | 8 | 8 | 2 | 7 | 6 | 1
COc1ccc(N2CCN(CCNC(=O)c3c(C)cc(=O)oc3C)CC2)cc1 | -3.9 | -2 | 0 | 6 | -12 | 2 | -1 | 2 | 0 | -1
O=[N+]([O-])c1cccc(S(=O)(=O)NCC2CC3CCC2C3)c1 (configuration not stated) | -0.6 | 1 | -5 | 1 | 0 | 2 | 9 | 1 | -2 | 8
CCOC(=O)c1ccc2c(c1)N(Cc1ccccc1C)C(=O)c1ccccc1S2=O (configuration not stated) | 0.2 | 0 | 1 | 0 | 2 | 1 | 4 | 5 | 1 | 4
CCn1c(SCC(=O)N2CCc3ccccc32)nnc1-c1ccncc1 | 1.8 | 6 | 3 | 13 | 11 | -2 | 1 | 7 | -5 | 1
COC(=O)c1sc(S(=O)(=O)Nc2c(C)nn(C)c2C)c(C(=O)OC)c1C | 1.4 | 3 | 8 | 1 | 4 | 1 | -2 | 4 | -3 | 3
CN1CCN(C(=O)c2ccc(N3CCCC3=O)cc2)CC1 | 0.7 | -3 | 9 | -9 | -3 | 0 | -8 | -2 | 1 | 0
NC1=NC(=O)C2(COC(c3ccccc3Cl)OC2)S1 (configuration not stated) | 1.8 | -2 | -2 | 14 | 19 | -1 | 2 | 1 | 1 | 5
COc1ccccc1C(=O)Nc1ccc(-c2nnc(SCC(=O)O)n2C)cc1 | 0.9 | -1 | 7 | -9 | -6 | 3 | 4 | 12 | 7 | 3
COc1ccccc1N1CCN(c2cc(=O)n(Cc3ccc(F)cc3)c(=O)[nH]2)CC1 | -0.3 | 2 | 1 | -3 | 6 | -4 | 0 | 4 | 4 | -6
O=C(NCc1cccnc1)Nc1ccc(Br)cc1Cl | -0.2 | -1 | -2 | -7 | -4 | -1 | 5 | 6 | -2 | -3
COc1ccc(OC)c(CC(=O)Nc2ccc3c(c2)c(=O)n(C)n3Cc2cccc(C(F)(F)F)c2)c1 | -1.8 | 1 | . | 2 | -9 | 3 | -3 | -10 | 2 | -4
COc1ccccc1/C=C/C(=O)Nc1ccc(N2CCOCC2)cc1 | -3.1 | -1 | 5 | 2 | -3 | 5 | -10 | 0 | 3 | -5
Cc1sc2ncnc(SCC(=O)N3c4ccccc4Sc4ccc(Cl)cc43)c2c1C | -2.7 | 0 | 3 | -1 | 3 | 0 | 1 | -8 | 3 | 132*
Cc1oc(-c2ccoc2)nc1CN(Cc1ccccc1)CC1CC1 | -0.1 | -5 | -7 | 5 | -4 | 4 | -3 | -7 | -3 | -1
CCOC(=O)/C(C)=C1\NC(C)(C)Cc2ccccc21 | -0.5 | -3 | 3 | 4 | 2 | -3 | -1 | -8 | -6 | -1
CCc1ccc(-c2cc3c(=O)n(CC(=O)NCCN4CCCCC4C)nc(C)n3n2)cc1 (configuration not stated) | -3.1 | -2 | 5 | 3 | 12 | 1 | 1 | 1 | 0 | -5

Screening results as filed in PubChem BioAssay.
